Apaf-1 inh: inhibitors of human Apaf-1 apoptosome, primary screen, biochemical, DEVD-Rh110 fluorescence, uHTS | AID 489030, 2010 | Apoptotic protease-activating factor 1 (Homo sapiens), O14727 | 330,000 compounds, 0.71% hits | reconstituted apoptosome caspase-3 activity | inhibition, % at 20 µM; active = inhibition of at least 40% at 20 µM;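 note: plate controls were DMSO wells for no effect and DEVD-CHO caspase inhibitor wells for full effect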
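Material: biochemical Apaf-1 apoptosome reconstitution. Medium: Hepes buffer, pH 7.5. Also added: cytochrome c activation, bis-DEVD rhodamine 110 substrate. Timing: 30 min compound preincubation, 50 min activation, room temperature. Measured by: rhodamine 110 fluorescence at Ex 480/Em 540 nm.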
Gli-Sufu block: Gli-Sufu pathway antagonists, primary screen, luciferase luminescence, Sufu-KO-LIGHT cells, uHTS | Sufu-KO-LIGHT fibroblasts, Gli luciferase reporter luminescence | inhibition, % at 5 µM | 340,000 compounds, 0.74% hits | AID 588413, 2011;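 active = inhibition above about 55%, limit read from the data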;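 note: 0% = DMSO-treated cells and 100% = wells with medium but no cells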
UBC13 polyUb: UBC13 polyubiquitin chain formation inhibitors, primary screen, biochemical, TR-FRET, uHTS; inhibition, % at 20 µM; 330,000 compounds, 0.47% hits; in the data active = inhibition above about 45%, passing the limit was not always enough
Target sequence (P61088 whole entry, looked up): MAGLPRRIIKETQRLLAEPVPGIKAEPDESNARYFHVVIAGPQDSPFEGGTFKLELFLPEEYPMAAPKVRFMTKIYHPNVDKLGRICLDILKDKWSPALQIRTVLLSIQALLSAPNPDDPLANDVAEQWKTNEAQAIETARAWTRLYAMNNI
SENP8 inh: SENP8 protease inhibitors, primary screen, biochemical, luminescence; Sentrin-specific protease 8 (Homo sapiens), Q96LD8; inhibition, % at 10 µM; AID 2540, 2010; purified SENP8, Z-RLRGG-aminoluciferin cleavage; 330,000 compounds, 1.2% hits
Target sequence (Q96LD8 whole entry, looked up): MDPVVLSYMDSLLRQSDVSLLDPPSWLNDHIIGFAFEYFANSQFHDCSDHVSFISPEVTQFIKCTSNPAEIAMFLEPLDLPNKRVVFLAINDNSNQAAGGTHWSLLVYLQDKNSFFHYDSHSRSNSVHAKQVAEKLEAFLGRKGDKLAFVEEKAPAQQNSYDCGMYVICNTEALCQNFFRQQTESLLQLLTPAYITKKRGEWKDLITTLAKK
SENP7 block: SENP7 protease inhibitors, primary screen, biochemical, luminescence, uHTS. Sentrin-specific protease 7 (Homo sapiens), Q9BQF6. recombinant SENP7, Z-RLRGG-aminoluciferin luminescence, 40 min. inhibition, % at 5 µM. 330,000 compounds, 1.5% hits. AID 434973, 2010;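 active = inhibition above about 50% at the single test dose, limit read from the data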;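 note: plate controls were DMSO with enzyme for no effect and no enzyme buffer wells for full effect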
Target sequence (Q9BQF6 706-1050 limits assumed): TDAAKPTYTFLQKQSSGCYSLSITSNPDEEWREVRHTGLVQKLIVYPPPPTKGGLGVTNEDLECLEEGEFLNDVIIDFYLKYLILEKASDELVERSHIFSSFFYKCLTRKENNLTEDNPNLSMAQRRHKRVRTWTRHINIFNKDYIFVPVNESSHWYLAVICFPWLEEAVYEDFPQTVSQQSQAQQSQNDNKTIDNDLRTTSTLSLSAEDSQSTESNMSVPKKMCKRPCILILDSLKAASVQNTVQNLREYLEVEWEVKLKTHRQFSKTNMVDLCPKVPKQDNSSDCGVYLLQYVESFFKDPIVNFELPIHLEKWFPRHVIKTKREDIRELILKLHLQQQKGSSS
Jurkat NFkB inh: inhibitors of induced NF-kB luciferase reporter, primary screen, TCR NF-kB activation inhibitor project, cell-based, luminescence, uHTS | Jurkat, PMA/ionomycin-induced NF-kB luciferase reporter | AID 435003, 2010 | inhibition, % at 4 µM | 330,000 compounds, 0.53% hits
HKDC1 inh: HKDC1 hexokinase inhibitors, primary screen, biochemical, fluorescence, uHTS; recombinant HKDC1, G6PDH/diaphorase resazurin coupled fluorescence; inhibition, % at 20 µM; 340,000 compounds, 0.16% hits;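 active = inhibition above about 35% when tested at 20 µM, limit read from the data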;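 note: plate controls were DMSO wells with enzyme for no effect and DMSO wells lacking enzyme for full effect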
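Assay system: in-house recombinant HK5 (HKDC1) enzyme. Input: HKDC1 at 5 µg/mL. Medium: Tris pH 8.0 buffer with MgCl2, Tween-20, BSA, BME. Dosing: single 20 µM dose. Schedule: 90 min reaction incubation at room temperature, dark. Signal: resazurin-to-resorufin fluorescence via G6PDH and diaphorase coupling, 525/613 nm. Controls: DMSO-enzyme wells negative, buffer-substituted wells positive.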
697 NFkB inh: inhibitors of PMA/ionomycin-induced NF-kB reporter, 697 cells, primary screen, B-cell NF-kB inhibitor project, cell-based, luminescence, uHTS; 697 B-cell NF-kB luciferase reporter, 16 h; inhibition, % at 4 µM; 330,000 compounds, 0.33% hits; in the data active = inhibition above about 35%
* marks the source's active call; other numbers are inactive results; . = not tested or not shown. Cut-off read from the data, not from the text of the source, unless noted: active = inhibition above about 50%; inactive = the rest.

SMILES	Apaf-1 inh	Gli-Sufu block	UBC13 polyUb	SENP8 inh	SENP7 block	Jurkat NFkB inh	HKDC1 inh	697 NFkB inh
C(=N\Nc1nc(N2CCCC2)nc(N2CCCC2)n1)/c1cccnc1	3	13	-10	-5	1	-1	12	0
N#C/C(C(=O)N1CCCCC1)=C1\Nc2ccccc2S1	-2	-28	-11	13	28	-25	-1	-38
COc1ccccc1N(CC(=O)NC1CCCC1)C(=O)CCC(=O)Nc1cc(C)on1	-2	-3	5	6	6	-1	4	20
CC[C@@]1(C(=O)OC)N[C@H](CN(C)S(=O)(=O)c2ccccc2)[C@@H]2C(=O)N(C)C(=O)[C@@H]21	-8	-15	4	8	-2	0	5	9
O=S(=O)(Nc1cccnc1)c1cc(Cl)ccc1Cl	-6	6	-8	-2	-6	9	-4	-17
CCOc1ccc(Nc2nc3c(c(=O)[nH]2)CCC3)cc1	3	-2	5	-7	-4	11	-4	10
O=S(=O)(c1ccccc1)c1cnc(-c2cccnc2)nc1-c1ccc(Cl)c(Cl)c1	5	14	-7	1	2	-3	-4	-5
Cc1cc2cc(CN(CCN3CCOCC3)C(=O)Nc3ccccc3F)c(=O)[nH]c2cc1C	8	27	2	4	3	-13	-8	6
Cc1c(C(=O)N2CCOCC2)c(S(=O)(=O)Nc2ccccc2F)c(C)n1C	3	9	1	-2	2	-9	1	7
COCCNC(=O)c1cn(C)c2ccc(S(=O)(=O)N(C)C3CCCCC3)cc2c1=O	-3	-8	0	5	-8	21	5	20

Some of the entries so far, with values under each structure.
Fields – Apaf-1 inh	Gli-Sufu block	UBC13 polyUb	SENP8 inh	SENP7 block	Jurkat NFkB inh	HKDC1 inh	697 NFkB inh
O=S(=O)(c1ccccc1)c1cnc(-c2cccnc2)nc1-c1ccc(Cl)c(Cl)c1
    5	14	-7	1	2	-3	-4	-5
Cc1cc2cc(CN(CCN3CCOCC3)C(=O)Nc3ccccc3F)c(=O)[nH]c2cc1C
    8	27	2	4	3	-13	-8	6
Cc1c(C(=O)N2CCOCC2)c(S(=O)(=O)Nc2ccccc2F)c(C)n1C
    3	9	1	-2	2	-9	1	7
COCCNC(=O)c1cn(C)c2ccc(S(=O)(=O)N(C)C3CCCCC3)cc2c1=O
    -3	-8	0	5	-8	21	5	20

The listing continues.
SMILES	Apaf-1 inh	Gli-Sufu block	UBC13 polyUb	SENP8 inh	SENP7 block	Jurkat NFkB inh	HKDC1 inh	697 NFkB inh
NC(=O)C1CCN(c2oc(-c3ccccc3F)nc2S(=O)(=O)c2ccc(Cl)cc2)CC1	0	2	4	-3	-2	-3	4	6
COc1ccc(-c2csc(NC(=O)c3ccoc3C)n2)cc1	8	-44	-3	-9	24	-65	2	-62
Cc1ccc(NC(=O)CSc2nnc([C@H](C)NC(=O)OC(C)(C)C)o2)c(C)c1	-7	-1	-4	1	1	-2	-3	14
OCCC1CN(Cc2ccc3c(c2)CCO3)CCN1C1CCCC1 (stereo not given)	-19	-1	0	10	5	3	-5	14
Cc1nc(NC(=O)c2ccc(Br)o2)sc1C	-6	-25	-1	63*	81*	-46	-4	-12
Cc1cc(C)nc(SCC2COc3ccccc3O2)n1 (stereo not given)	12	2	8	-1	-3	-18	-7	-2
Cc1cc2c(cc1C)-c1nnc(-c3ccc4ccccc4n3)n1C(C)(C)C2	7	.	3	1	8	-2	.	5
O=C(CCc1ccccc1)Nc1ccc(S(=O)(=O)N2CCOCC2)cc1	-20	6	19	-4	-6	18	1	-3
CS(=O)c1nc(-c2ccc(Br)cc2)cc(-c2ccccc2)c1C#N (stereo not given)	55*	5	3	-7	-12	93*	6	-188
Cc1cc(C)c(NC(=O)CNC(=O)c2ccc3ncsc3c2)c(C)c1	13	-5	-10	-13	-1	0	-7	8
COc1cc(C(=O)NC2CCN(CC(=O)Nc3cccc(C)c3C)CC2)cc(OC)c1OC	-1	-14	5	0	-2	4	-4	17
CS(=O)(=O)N(CC(=O)N1CCCC1)Cc1ccc(Cl)cc1	4	0	4	-5	4	-11	-7	-3
CCCCn1c(-c2ccccc2)cnc1SCC(=O)NCCc1ccc(OC)c(OC)c1	5	-3	3	3	1	-82	-2	-76
CCOC(=O)N1CCN(C(=O)c2ccccc2NC(=O)c2ccc(F)cc2)CC1	3	-17	-9	-8	-2	1	-5	5
COc1cc(CN2CCNC(=O)C2CC(=O)NC2CCCCC2)cc(OC)c1 (stereo not given)	3	3	-9	-10	-6	-1	-2	-12
CCOc1ccc(NC(=O)CN(C)C(=O)c2ccc3[nH]c4c(c3c2)CC(C)CC4)cc1OCC (stereo not given)	18	-5	6	0	-8	-15	1	21
CC(C)Cn1c(N)c(C(=O)COC(=O)[C@@H]2CCCN2C(=O)c2cccs2)c(=O)n(C)c1=O	1	-1	-4	-8	-2	14	-8	7
O=S(=O)(Nc1cc(Cl)ccc1-n1cncn1)c1ccccc1Cl	-6	6	-4	2	8	-4	-2	21
COCCNC(=O)c1onc(CSc2ccc(C)c(C)c2)c1C(=O)O	5	-5	-3	2	2	0	2	17
COc1ccc(NC(=O)CSc2nc3ccccc3nc2N2CCOCC2)cc1	4	2	3	5	-1	8	-4	2

In the list so far, these have a cyano group:
SMILES	Apaf-1 inh	Gli-Sufu block	UBC13 polyUb	SENP8 inh	SENP7 block	Jurkat NFkB inh	HKDC1 inh	697 NFkB inh
N#C/C(C(=O)N1CCCCC1)=C1\Nc2ccccc2S1	-2	-28	-11	13	28	-25	-1	-38
CS(=O)c1nc(-c2ccc(Br)cc2)cc(-c2ccccc2)c1C#N (stereo not given)	55*	5	3	-7	-12	93*	6	-188

Ordered by the number under UBC13 polyUb (descending): 3 of the compounds above
compound	UBC13 polyUb	SENP7 block	Jurkat NFkB inh	HKDC1 inh	697 NFkB inh
CCOc1ccc(NC(=O)CN(C)C(=O)c2ccc3[nH]c4c(c3c2)CC(C)CC4)cc1OCC (stereo not given)	6	-8	-15	1	21
CS(=O)(=O)N(CC(=O)N1CCCC1)Cc1ccc(Cl)cc1	4	4	-11	-7	-3
CCCCn1c(-c2ccccc2)cnc1SCC(=O)NCCc1ccc(OC)c(OC)c1	3	1	-82	-2	-76

The listing continues.
SMILES	Apaf-1 inh	Gli-Sufu block	UBC13 polyUb	SENP8 inh	SENP7 block	Jurkat NFkB inh	HKDC1 inh	697 NFkB inh
N#Cc1c(N)n(CCOC(=O)c2cccc(Br)c2)c2nc3ccccc3nc12	46*	7	-17	6	14	4	2	14
O=C(CSc1nc2ccccc2s1)NNC(=S)Nc1ccc(Cl)cc1	3	4	-15	-2	1	12	-4	-8
CC(Oc1ncnc2ccccc12)C(=O)Nc1cccc(S(=O)(=O)N2CCOCC2)c1 (stereo not given)	-3	1	9	-1	1	-10	-10	1
CCCN(CC1CC1)C(=O)CCc1nnc(CCc2c[nH]c3ccccc23)o1	-5	-8	8	4	4	8	-4	10
CCCN(CCO)Cc1ccc(Br)cc1	-11	-3	5	-1	-4	-6	0	9
CC(C)CCNC(=S)Nc1ccccc1F	-12	-4	-5	-10	5	-18	6	-18
O=C(Nc1nnc(S(=O)(=O)Nc2ccccc2)s1)c1ccccc1Cl	4	-10	-13	-4	3	14	1	1
OCCCc1ccc(O)c(O)c1	4	-7	8	0	3	-12	3	8
CN(C)CC(O)COc1cccc(OCC(O)CN(C)C)c1 (stereo not given)	2	-19	0	-7	4	-16	-7	16
CCN1CCN(c2ccc(S(=O)(=O)N3CCCCC3)cc2NC(=O)c2ccc([N+](=O)[O-])s2)CC1	38	25	0	10	11	27	1	-10
COCP(=O)(c1ccccc1)c1ccccc1	-2	-1	4	6	-1	-6	5	12
O=C(Cc1ccc(S(=O)(=O)N2CCOCC2)s1)Nc1nc2c(s1)CCCC2	17	-3	-17	-1	5	-4	14	13
CN(CC(=O)Nc1cccc(F)c1)C(=O)c1ccc(COc2ccccc2)o1	4	3	0	4	-3	7	-4	-26
CCc1ccc(CCC(=O)Nc2ncc(Cc3ccccc3Cl)s2)o1	2	20	-10	-10	-4	66*	-8	-58
COc1ccc(NC(=O)c2ccc(NS(=O)(=O)c3cccc4cccnc34)cc2)cc1	9	6	6	7	9	6	3	10
CCC(O)C1CCN(Cc2cn(Cc3ccccc3)nc2-c2cc3ccccc3o2)CC1 (stereo not given)	4	26	14	-6	3	16	0	5
CC12CCC(C(=O)N(CCC#N)CCC#N)(CC1=O)C2(C)C (stereo not given)	-2	-3	6	-2	0	-23	4	-12
O=C(c1ccccc1)c1ccc(OC(=O)N2CCOCC2)cc1	-19	-16	-7	1	0	-21	-8	-26
O=C(NNC(=O)c1cc2cc3ccccc3nc2s1)c1ccc(F)cc1	-6	48	-12	-8	10	-8	6	22
COc1cc([C@H]2[C@@H]3CCCC[C@]3(O)CCN2CC(=O)Nc2ccc(C)cc2)ccc1O	9	-7	-5	-22	-2	7	-1	11

Reprinted at random: two records from the list, in no set order.
SMILES	Apaf-1 inh	Gli-Sufu block	UBC13 polyUb	SENP8 inh	SENP7 block	Jurkat NFkB inh	HKDC1 inh	697 NFkB inh
Cc1cc(C)c(NC(=O)CNC(=O)c2ccc3ncsc3c2)c(C)c1	13	-5	-10	-13	-1	0	-7	8
O=C(c1ccccc1)c1ccc(OC(=O)N2CCOCC2)cc1	-19	-16	-7	1	0	-21	-8	-26

(further entries)
SMILES	Apaf-1 inh	Gli-Sufu block	UBC13 polyUb	SENP8 inh	SENP7 block	Jurkat NFkB inh	HKDC1 inh	697 NFkB inh
O=C(CCCSc1nc2ccccc2s1)NC1=NCCS1	3	3	-1	-5	-2	2	-3	22
O=C(NCc1nc2ccccc2[nH]1)c1cccc(S(=O)(=O)N2CCCC2)c1	-4	-16	6	-4	6	-2	6	8
COc1cc(C(=S)NC2CCCCC2)ccc1O	-10	-8	8	-2	4	-5	-6	0
COC(=O)CSc1nnc(-c2ccco2)o1	-23	-43	6	1	8	-2	-13	-1
Cc1nc(Nc2cc(F)ccc2C)c2nnn(Cc3ccccc3)c2n1	9	-13	7	-2	3	-3	1	2
CCOC(=O)c1[nH]c(C)c(CCC(=O)OC)c1C	-10	0	7	0	3	20	-9	18
COc1ccc(NC(=O)CSc2nc3c(cc2C#N)CN(C)CC3)cc1	31	-4	0	6	7	15	-4	15
Cc1ccc(C(=O)N2CCC(C(=O)NC3CCCC3)CC2)cc1	-1	-8	7	-2	-2	3	-4	18
Cc1ccccc1Cn1c(=O)n(-c2ccccc2)c(=O)c2ccc(C(=O)NCc3ccco3)cc21	-20	.	-15	5	-2	-5	.	14
Cc1cc(C(=O)CSc2nnc(-c3cccc(F)c3)n2N)c(C)n1Cc1ccc2c(c1)OCO2	24	15	0	-1	-3	23	0	-11
CCOc1ccc2nc(NC(=O)CSc3nc4c(c(=O)n(C)c(=O)n4C)n3CC)sc2c1	2	7	1	-2	8	-6	6	4
CCOC(=O)c1c(N)sc2c1C1CCN2CC1	-1	-2	-4	-3	7	8	-1	-6
COc1ccccc1/C=C1\SC(=S)N(CCC(=O)Nc2nnc(C)s2)C1=O	10	-9	-6	0	-2	10	-1	51*

Screening data from PubChem.
